D1 potentiator = Potentiators of Human D1 Dopamine Receptor: qHTS | D(1A) dopamine receptor (Homo sapiens), P21728 | HEK293 TREx D1 cells, calcium flux, dopamine EC20 potentiation | potentiation, % at 10 µM | actives 0.036% (n = 360,000) | AID 504651, 2011; in the data active = potentiation above about 30%; also: 0% is about no effect
RXFP1 antagonist = qHTS Assay for Antagonists of the Relaxin Receptor RXFP1; HEK293-RXFP1, relaxin-stimulated cAMP HTRF, 30 min; stronger effect = lower value; Relaxin receptor 1 (Homo sapiens), Q9HBX9; actives 0.59% (n = 350,000); activity change, negative = inhibition, % at 57.5 µM;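 active = activity change of -60% or lower, but not beyond a set lower limit; inconclusive = change between -60% and -40%, or beyond the set limit; inactive = change above -40%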; also: % is scaled to controls: 0 for no effect and ±100 for the full control effect
Target sequence (Q9HBX9 whole entry, looked up): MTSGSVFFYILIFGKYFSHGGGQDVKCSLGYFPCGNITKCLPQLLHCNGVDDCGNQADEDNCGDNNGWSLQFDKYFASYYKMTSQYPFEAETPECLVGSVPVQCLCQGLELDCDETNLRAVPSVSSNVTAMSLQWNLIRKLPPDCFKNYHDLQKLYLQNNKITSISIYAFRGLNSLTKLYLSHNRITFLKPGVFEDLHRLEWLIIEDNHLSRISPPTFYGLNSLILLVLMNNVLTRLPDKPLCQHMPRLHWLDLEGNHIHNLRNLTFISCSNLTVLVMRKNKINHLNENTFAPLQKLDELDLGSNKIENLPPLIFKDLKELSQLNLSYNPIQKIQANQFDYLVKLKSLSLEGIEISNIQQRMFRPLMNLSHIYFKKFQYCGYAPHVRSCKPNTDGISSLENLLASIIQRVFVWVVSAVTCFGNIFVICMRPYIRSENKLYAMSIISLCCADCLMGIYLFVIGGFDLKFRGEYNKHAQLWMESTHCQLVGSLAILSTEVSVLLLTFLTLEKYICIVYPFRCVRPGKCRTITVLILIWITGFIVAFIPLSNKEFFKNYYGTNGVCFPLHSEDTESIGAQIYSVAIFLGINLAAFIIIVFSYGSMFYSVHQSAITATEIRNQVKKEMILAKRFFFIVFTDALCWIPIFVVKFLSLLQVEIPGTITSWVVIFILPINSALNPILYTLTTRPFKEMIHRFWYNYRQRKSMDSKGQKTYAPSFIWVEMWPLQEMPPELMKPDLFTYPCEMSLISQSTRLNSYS
D2 potentiator = HTS Assay for Positive Allosteric Modulators of the Human D2 Dopamine Receptor: Primary Screen for Potentiators. HEK293 T-REx D2, calcium flux, EC20 dopamine potentiation. potentiation, % at 10 µM. actives 0.34% (n = 340,000). AID 485347, 2010;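 active = potentiation over 3 SD above the plate norm, cut at about 30% in these data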; also: 0% is about no effect
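Using a no-wash calcium dye in inducible, force-coupled HEK293 Trex cells expressing D2, we tracked fluorescence each second for 180 s after compound, then for 180 s after EC20 dopamine to detect augmented signalling.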
RXFP1 agonist = qHTS Assay for Agonists of the Relaxin Receptor RXFP1; Relaxin receptor 1 (Homo sapiens), Q9HBX9; actives 0.3% (n = 370,000); Potency, µM (doses to about 57.5 µM), inactives show at the top dose activation, hits mostly activators; HEK293T-RXFP1 cAMP TR-FRET, 30 min; response scale: percent of porcine relaxin response, buffer zero; also: potency is read from the fitted curve at half-maximal effect; % is scaled to controls: 0 for no effect and ±100 for the full control effect; nearly all actives have a fitted effect of over 60% in size; many of its hits are not listed in these tables
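HEK293T cells stably expressing RXFP1 were pretreated with the PDE4 inhibitor Ro 20174, exposed to compounds for 30 min at 37C, lysed, and cAMP was read by TR-FRET. Data normalized to buffer (basal) and 29 nM porcine relaxin (100%).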
TRHR PAM = qHTS for Small Molecule Agonists and Allosteric Enhancers of Human TRH Receptor: Primary Screen for Enhancers | TRHR cells, fluo-8 calcium fluorescence, EC20 TRH enhancement | enhancement, % at 2 µM | actives 0.66% (n = 360,000) | AID 493056, 2011; in the data active = enhancement above about 30%; also: 0% is about no effect
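TRHR-expressing cells loaded with fluo-8 calcium dye were read kinetically (ex 480/em 530) during compound addition, then stimulated with an EC20 of TRH (10 nM final). Enhancement of the Gq-mediated intracellular calcium response was scored.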
Anesthetic bind = qHTS Assay for Identification of Novel General Anesthetics; Ferritin light chain (Equus caballus), P02791; apoferritin/1-aminoanthracene competitive binding, fluorescence; Potency, µM (highest dose often 77.5 µM), for inactives: at the top dose activity change, negative = displacement, most hits filed as inhibitors; actives 0.074% (n = 350,000); also: potency is read from the fitted curve at half-maximal effect; % is scaled to controls: 0 for no effect and ±100 for the full control effect; nearly all actives have a fitted effect of over 20% in size
Target sequence (P02791 2-175 limits assumed): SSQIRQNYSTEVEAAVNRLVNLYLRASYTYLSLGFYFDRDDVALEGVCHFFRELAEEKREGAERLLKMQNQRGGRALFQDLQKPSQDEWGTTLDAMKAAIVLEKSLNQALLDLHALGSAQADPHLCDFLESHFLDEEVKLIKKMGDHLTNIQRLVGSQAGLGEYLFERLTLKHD
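Apoferritin-based anesthetic binding model; compound displacement of fluorescent 1-AMA measured as endpoint fluorescence after 10 minutes at room temperature, scaled to free-ligand and complex controls.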
D1 antagonist = Antagonist of Human D 1 Dopamine Receptor: qHTS. HEK293 TREx D1 cells, calcium flux, dopamine EC80; stronger effect = lower value. actives 3.2% (n = 360,000). activity change, negative = inhibition, % at 10 µM. D(1A) dopamine receptor (Homo sapiens), P21728; in the data active = activity change below about -30%; also: % is scaled to controls: 0 for no effect and ±100 for the full control effect
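Tetracycline-induced HEK293 T-REx cells with force-coupled D1 receptor were loaded with a no-wash calcium dye. Compound was added after a 10 s baseline and read kinetically for 180 s; EC80 dopamine was then added and calcium flux followed another 180 s.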
D1 ag = Allosteric Agonists of the Human D1 Dopamine Receptor: qHTS; D(1A) dopamine receptor (Homo sapiens), P21728; HEK293 T-REx D1 cells, calcium flux, agonist mode; activation, % at 2 µM; actives 1% (n = 360,000); AID 504660, 2011; in the data active = activation above about 30%; also: 0% is about no effect
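Inducible HEK293 T-REx D1 cells, force-coupled to calcium signalling, were plated at 4000 cells/well with tetracycline and held overnight at 30 C. After no-wash calcium dye loading, compound-evoked calcium rise over 180 s flagged agonists.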
TRHR ag = qHTS for Small Molecule Agonists and Allosteric Enhancers of Human TRH Receptor: Primary Screen for Agonists; TRHR cells, calcium flux fluo-8, FDSS agonist mode; Thyrotropin-releasing hormone receptor (Homo sapiens), P34981; actives 0.18% (n = 360,000); activation, % at 2 µM; AID 493084, 2011; in the data active = activation above about 30%; also: 0% is about no effect
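Agonist-mode FDSS calcium read (Ex 480/Em 530, 1 s cycles) in 1536-well TRHR cells with fluo-8 dye, after 10-cycle baseline and 23 nL compound addition; TRH at EC20 (10 nM final) added afterwards for the enhancer phase.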
The depositor's hits bear a star; ? = inconclusive; · = no result given; & = joins results of further samples. Unless noted, calls follow the shape of the dose curve; as a rule, active = well fitted curve in the direction sought with a large enough effect; inconclusive = small, poorly fitted or top-dose-only effect, or another doubt; inactive = no such curve, though single readings can be large; an effect the other way counts as inactive or inconclusive.

SMILES	D1 potentiator	RXFP1 antagonist	D2 potentiator	RXFP1 agonist	TRHR PAM	Anesthetic bind	D1 antagonist	D1 ag	TRHR ag
O=C(Nc1cccc(Cl)c1)C1=Cc2cc(Cl)ccc2OC1	-5	1	-20	0.1%	5	-17%	-26	13	1.0
Cc1cc[n+](-c2[nH]c(=O)sc2/C=N/N=C(\[O-])c2ccncc2)cc1C	-3	1	2	4.4%	-1	-5%	4	2	1.0
Cc1ccccc1NC(=O)CN1C(=O)S/C(=C\c2cccn2-c2cccc(C(=O)O)c2)C1=O	-5	-17	-9	0.0%	-2	-8%	13	2	-0.5
OCC[C@H]1C[C@H](O)[C@@H](O)[C@]2(Cc3ccccc3CCO2)O1	-5	·	-9	0.2%	9	·	-2	2	0.2
O=C(COC(=O)Cc1ccc(Br)cc1)NC1CC1	·	-6	0	-0.1%	-2	·	-2	4	0.1
Brc1ccccc1CN1CCC(Cc2ccccc2)CC1	-3	-21	-9	1.6%	1	3%	-3	14	0.0
O=C(NC1CCN(C(=O)Nc2ccccc2Cl)CC1)c1cccc(F)c1	-1	-6	2	1.1%	0	-8%	1	0	0.5
CCO[C@@H]1OC(C(=O)NC2CC2)=C[C@H](c2ccc(Br)cc2)[C@H]1CCCO	3	·	1	2.7%	-1	-4%	11	3	0.3
Cc1nn(Cc2ccc(C(=O)NN)cc2)c(C)c1Cl	4	10	-7	2.7%	8	?	-44*	2	0.3
Clc1ccc(Oc2nnnn2-c2ccccc2)cc1	-7	-4	5	0.8%	6	-13%	-5	2	-0.9
COc1ccc(OCCN(C)C(=O)c2cccc(S(=O)(=O)N(C)c3ccccc3)c2)cc1	·	-14	10	2.9%	-3	·	9	16	0.0
CC(C)CC1NC(C(=O)O)Cc2c1[nH]c1ccccc21 (stereo unspecified)	-1	-16	8	-0.1%	2	2%	-1	2	0.3
CSc1nc(N(C)C)c2ccccc2n1	4	-2	-2	16%	0	-7%	14	3	-0.9
N#CC(=C=[N-])/C=C(\C(=O)c1ccccc1)[n+]1ccccc1	-12	8	·	0.1%	-4	-9%	2	2	1.8
COc1ccccc1N1CCN(C2CCCN(C(=O)c3cc(C4CC4)on3)C2)CC1 (stereo unspecified)	-3	-25	·	0.8%	2	-9%	-22	1	0.1
Cc1ccc2[nH]c(=O)c(CN(CCN3CCOCC3)C(=O)Nc3ccc(F)cc3)cc2c1	-1	-2	6	-0.5%	2	-13%	14	1	0.1
O=C(c1nnc(-c2ccc(Cl)cc2)o1)C1CCCC1	0	-11	-4	1.7%	-13	-10%	8	2	-1.5
COc1ccc(C(=O)N2CCN(S(=O)(=O)N3CCOCC3)CC2)cc1OC	-2	-8	-8	-0.6%	-9	-7%	-4	1	0.2
CC(=O)c1cccc(CN2CCCC(C(=O)Nc3ccc(-c4ccco4)cc3)C2)c1 (stereo unspecified)	-11	-8	-10	1.7%	-2	?	-46*	12	0.4
CCC(C)(C)NC(=O)C(c1ccc(C)cc1)N(Cc1cccnc1)C(=O)c1csnn1 (stereo unspecified)	-25	-5	6	0.2%	4	-1%	-63*	-1	0.2
O=C(NCCc1ccccc1)C(NS(=O)(=O)c1cccc2nsnc12)c1ccccc1 (stereo unspecified)	1	-5	-6	1.8%	0	4%	3	1	-0.9
O=C(NC1(C(F)(F)F)NC(=O)N(CCc2ccccc2)C1=O)c1ccccc1Cl (stereo unspecified)	-4	·	-23	6.8%	15	0%	3	6	-0.4
O=C(COC(=O)CCN1C(=O)C2CC=CCC2C1=O)NCCc1ccccc1 (stereo unspecified)	1	10	-16	0.5%	-9	-2%	5	3	0.1
NC(=O)C(=O)N/N=C/c1c2ccccc2cc2ccccc12	-3	0	15	-1.0%	-8	-20%	5	0	-0.7
CSC1=NC(C)(C)C=C(/C=C/c2ccc(Cl)cc2)N1	-2	-9	11	-0.8%	1	?	1	4	0.4

3 entries drawn at random from the list so far:
SMILES	D1 potentiator	RXFP1 antagonist	D2 potentiator	RXFP1 agonist	TRHR PAM	Anesthetic bind	D1 antagonist	D1 ag	TRHR ag
O=C(COC(=O)CCN1C(=O)C2CC=CCC2C1=O)NCCc1ccccc1 (stereo unspecified)	1	10	-16	0.5%	-9	-2%	5	3	0.1
CC(C)CC1NC(C(=O)O)Cc2c1[nH]c1ccccc21 (stereo unspecified)	-1	-16	8	-0.1%	2	2%	-1	2	0.3
CSc1nc(N(C)C)c2ccccc2n1	4	-2	-2	16%	0	-7%	14	3	-0.9

Other results follow:
SMILES	D1 potentiator	RXFP1 antagonist	D2 potentiator	RXFP1 agonist	TRHR PAM	Anesthetic bind	D1 antagonist	D1 ag	TRHR ag
O=C(NCc1ccc2c(c1)OCO2)c1cc2n(n1)C(C(F)(F)F)CC(c1ccc3c(c1)OCO3)N2 (stereo unspecified)	-2	7	1	-0.1%	-10	-2%	2	2	1.0
Cn1c(-c2ccccc2)cnc1NCc1ccc(F)cc1	-6	-6	-17	-0.9%	-3	-14%	-24	7	-1.0
Nc1sc(-c2ccccc2)cc1C(=O)O	-1	·	9	-0.3%	-6	-17%	-11	1	-0.8
COc1ccc(-c2noc(CCC(=O)NC3CCN(Cc4ccccc4)CC3)n2)cc1	2	-8	-12	1.5%	-7	8%	5	9	0.6
COc1ccc(/C(=N\O)c2ncc(C(F)(F)F)cc2Cl)cc1	1	10	3	0.3%	-6	?	-5	3	-0.4
Cc1cccc(C(=O)OCC(=O)NN2C(=O)NC3(CCCCC3)C2=O)c1	-7	-2	-4	3.3%	-4	·	-13	2	1.8
Cc1cc2c(cc1S(=O)(=O)NCc1ccccc1Cl)OCCN2C	-4&0	0&6	5	4.0%&6.6%	-2&-4	-19%&24%	11&-28	2&4	0.2&-0.4
Nc1nc2cc(S(=O)(=O)NC3=NCCCCC3)ccc2s1	-2	6	1	-3.2%	8	-2%	5	3	0.5
CCn1cnc2cc(NCc3cccc(OC)c3O)ccc21	1	-19	-6	-0.5%	13	-12%	22	10	0.4
Cc1cccc(Oc2nc(-c3ccncc3)nc3ccccc23)c1	-3	-36	9	1.0%	2	-3%	21	1	-1.0
Cc1nn(CC(=O)Nc2cccc(C(F)(F)F)c2)c(=O)c2nn(-c3ccccc3)c(C)c12	-3	-20	-4	0.7%	6	?	7	1	0.0
O=C1C2CC=CCC2C(=O)N1c1cccc(OS(=O)(=O)c2ccc3ccccc3c2)c1 (stereo unspecified)	-3	12	6	2.5%	6	-4%	-29	4	1.1
CCCCN1C(=O)C(=O)N(CC(=O)Nc2sc(CC)cc2C(=O)OCC)C1=O	7	0	-3	5.1%	8	·	-28	4	-0.3
Clc1ccc(CN2CCN(c3ncnc4sc5c(c34)CCCC5)CC2)cc1Cl	5	·	16	10%	-1	14%	0	0	0.0
COCCN(C(=O)Cn1nnc2ccccc21)C(C(=O)NC1CCCCC1)c1ccc(OC)cc1OC (stereo unspecified)	-1	-3	-7	0.3%	-2	-13%	2	-1	-0.6
COC(=O)c1cccc(CSc2nc3ccccc3[nH]2)c1	-5	17	-5	-0.1%	-8	-11%	-10	4	-0.3
CCCCC1CC(C)(C(=O)CSc2nc3ccccc3s2)OC1=O (stereo unspecified)	-2	-6	7	1.1%	-4	-9%	·	12	1.6
O=[N+]([O-])c1ccc(/C=N/Nc2nc(N3CCCC3)nc(N3CCCC3)n2)o1	-1	-9	·	2.9%	-1	?	-13	1	-0.3
COc1cc(CC(=O)O)c([N+](=O)[O-])cc1OC	-10	0	1	6.4%	5	-6%	-18	2	0.2
Cc1cc(=O)oc2cc(OCC(=O)OCc3nnc(-c4ccccc4)o3)ccc12	-11	2	-3	-0.4%	0	2%	-15	9	-0.9
Cc1ccc(S(=O)(=O)C2(C(=O)Nc3ccc(Br)cc3)CC2)cc1	-2	-28	0	-0.5%	6	-12%	-3	-1	-0.4
COc1ccc(-c2nn(-c3ccccc3)cc2N)cc1	-1	-9	4	4.6%	10	-6%	5	0	-0.1
COc1ccc(NC(=O)/C(Cl)=C(/Cl)S(=O)Cc2ccc(C)cc2)cn1 (stereo unspecified)	1	·	7	-0.8%	-17	?	-37*	1	0.2
CCCCCCC(=O)c1c(C)[nH]c(C(=O)OCC)c1C	-2	-9	20	1.7%	-11	-5%	7	3	-0.9
O=C(CN1CCOCCOCCOCC1)Nc1ccccc1	-2	-19	0	1.6%	0	3%	-2	3	0.0

Next results follow.
SMILES	D1 potentiator	RXFP1 antagonist	D2 potentiator	RXFP1 agonist	TRHR PAM	Anesthetic bind	D1 antagonist	D1 ag	TRHR ag
COc1cccc(C(C)NC(=O)Cc2cccs2)c1 (stereo unspecified)	-4	18	-5	0.1%	1	-7%	-6	4	0.9
CCOC(=O)CSc1nc(-c2ccc(C)cc2C)cc(-c2ccccc2)c1C#N	0	7	9	21%	-3	6%	-1	1	0.5
CC(C)C(=O)Nc1cc(C(F)(F)F)ccc1N1CCOCC1	0	-4	-3	0.6%	1	-2%	-2	3	-0.3
CCOC(=O)c1c(NC(=O)COC(=O)c2ccccn2)sc(C)c1C	3	-3	1	-1.5%	-10	·	2	2	1.1
CC1=C(C(=O)OC(C)(C)C)C(c2cccs2)NC(=O)N1 (stereo unspecified)	2	7	-8	-3.5%	-1	-9%	-3	3	-0.4
Cc1cc(C)cc(-n2ncc3c2CCCC3NC(=O)C2CCC2)c1 (stereo unspecified)	2	-5	12	-0.1%	-4	-8%	-13	2	-0.5
O=C(Nc1cccc([N+](=O)[O-])c1)C12CC3CC(C1)CC(n1cnc([N+](=O)[O-])n1)(C3)C2	-3	-6	-18	3.5%	5	-7%	3	2	0.3
Cc1nn(CC(=O)Nc2ccc(N(C)C)cc2)c(C)c1[N+](=O)[O-]	4	-14	-7	-0.5%	6	-6%	-4	2	0.5
Cc1nc2ccccc2n2c(O)c(CC(=O)O)cc12	-7	-18	-7	-0.2%	-5	-3%	1	7	0.4
CCOC(=O)N1CCN(C(=O)CSc2nnc(-c3cc(OC)ccc3OC)o2)CC1	-8	-6	-9	3.5%	10	-3%	-16	-1	-0.3

Assay outcomes from PubChem.

A portion of the library, so the mix of outcomes need not match the whole.
